# MsrA inhibitor: bovine MsrA inhibition; purified bovine MsrA, absorbance read-out; inhibition, % at 15.5 µM; actives 0.75% (n = 360,000); AID 651718; in the data active means inhibition above about 4.5%;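 further: 0% = vehicle wells with enzyme and 100% = reference inhibitor wells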
# TbMetRS inhib: blocks T. brucei methionyl-tRNA synthetase activity | inhibition, % at 11.9 µM | actives 0.4% (n = 360,000) | purified T. brucei MetRS, ATP depletion, Kinase-Glo luminescence;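 active means inhibition above a per-plate cutoff of the control wells' mean inhibition plus 3 SD, cut at about 5.5% in these data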;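 further: 0% = DMSO wells median and 100% = median of wells with control inhibitor compound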
#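 technique = Kinase-Glo luminescence, ATP depletion format | system = purified MetRS (methionyl-tRNA synthetase) enzyme from Trypanosoma brucei | timing = 15 min preincubation, 2 h reaction, all 25 °C | evaluation = percent inhibition versus plate control medians | dosing = single dose, 11.9 µM final nominal, 0.9% final DMSO | also added = substrates ATP, L-methionine and bulk Escherichia coli tRNA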
# E coli Lon inh: inhibitors of E. coli Lon protease; P0A9M0; purified E. coli Lon protease, fluorescence polarization; inhibition, % at 7.94 µM; actives 0.42% (n = 360,000); in the data active means inhibition above about 13%, passing the limit was not always enough;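 further: 0% = enzyme with probe and DMSO and 100% = no enzyme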
# Rin1-Abl PPI inh: inhibitors of human Rin1-Abl protein interaction; actives 0.4% (n = 360,000); TR-FRET Rin1/Abl binding, biochemical; P00519+Q13671; inhibition, % at 7.35 µM; AID 588664; in the data active means inhibition above about 5%, passing the limit was not always enough
# Target sequence (P00519 whole entry, looked up): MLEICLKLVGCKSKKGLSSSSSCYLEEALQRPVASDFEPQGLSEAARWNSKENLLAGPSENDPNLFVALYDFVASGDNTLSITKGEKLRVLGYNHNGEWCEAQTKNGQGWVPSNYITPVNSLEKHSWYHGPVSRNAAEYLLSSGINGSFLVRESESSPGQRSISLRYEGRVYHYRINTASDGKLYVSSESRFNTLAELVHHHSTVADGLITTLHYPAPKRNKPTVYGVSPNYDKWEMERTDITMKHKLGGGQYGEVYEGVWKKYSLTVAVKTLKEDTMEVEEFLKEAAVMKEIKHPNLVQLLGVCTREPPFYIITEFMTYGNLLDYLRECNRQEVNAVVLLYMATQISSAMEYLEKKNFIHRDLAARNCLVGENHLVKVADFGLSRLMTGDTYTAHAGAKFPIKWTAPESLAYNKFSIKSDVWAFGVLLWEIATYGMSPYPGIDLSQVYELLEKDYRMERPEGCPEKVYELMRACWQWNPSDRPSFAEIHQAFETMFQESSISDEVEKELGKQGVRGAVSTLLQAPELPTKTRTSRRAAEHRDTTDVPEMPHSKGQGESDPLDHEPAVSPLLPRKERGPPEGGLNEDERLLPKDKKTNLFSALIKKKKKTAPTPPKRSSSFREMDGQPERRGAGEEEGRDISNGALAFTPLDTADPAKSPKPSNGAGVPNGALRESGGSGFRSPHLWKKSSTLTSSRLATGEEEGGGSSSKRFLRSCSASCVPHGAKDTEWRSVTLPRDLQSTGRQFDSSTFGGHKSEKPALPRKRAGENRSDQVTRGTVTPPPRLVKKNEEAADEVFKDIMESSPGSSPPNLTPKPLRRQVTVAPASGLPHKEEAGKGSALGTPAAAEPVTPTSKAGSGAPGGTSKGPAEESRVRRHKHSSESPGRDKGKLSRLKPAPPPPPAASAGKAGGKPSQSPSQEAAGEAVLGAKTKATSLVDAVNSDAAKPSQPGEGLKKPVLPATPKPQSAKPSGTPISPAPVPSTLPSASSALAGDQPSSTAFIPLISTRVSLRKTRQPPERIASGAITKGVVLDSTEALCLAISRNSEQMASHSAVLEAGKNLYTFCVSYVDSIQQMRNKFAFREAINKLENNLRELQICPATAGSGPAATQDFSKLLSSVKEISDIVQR
# Target sequence (Q13671 whole entry, looked up): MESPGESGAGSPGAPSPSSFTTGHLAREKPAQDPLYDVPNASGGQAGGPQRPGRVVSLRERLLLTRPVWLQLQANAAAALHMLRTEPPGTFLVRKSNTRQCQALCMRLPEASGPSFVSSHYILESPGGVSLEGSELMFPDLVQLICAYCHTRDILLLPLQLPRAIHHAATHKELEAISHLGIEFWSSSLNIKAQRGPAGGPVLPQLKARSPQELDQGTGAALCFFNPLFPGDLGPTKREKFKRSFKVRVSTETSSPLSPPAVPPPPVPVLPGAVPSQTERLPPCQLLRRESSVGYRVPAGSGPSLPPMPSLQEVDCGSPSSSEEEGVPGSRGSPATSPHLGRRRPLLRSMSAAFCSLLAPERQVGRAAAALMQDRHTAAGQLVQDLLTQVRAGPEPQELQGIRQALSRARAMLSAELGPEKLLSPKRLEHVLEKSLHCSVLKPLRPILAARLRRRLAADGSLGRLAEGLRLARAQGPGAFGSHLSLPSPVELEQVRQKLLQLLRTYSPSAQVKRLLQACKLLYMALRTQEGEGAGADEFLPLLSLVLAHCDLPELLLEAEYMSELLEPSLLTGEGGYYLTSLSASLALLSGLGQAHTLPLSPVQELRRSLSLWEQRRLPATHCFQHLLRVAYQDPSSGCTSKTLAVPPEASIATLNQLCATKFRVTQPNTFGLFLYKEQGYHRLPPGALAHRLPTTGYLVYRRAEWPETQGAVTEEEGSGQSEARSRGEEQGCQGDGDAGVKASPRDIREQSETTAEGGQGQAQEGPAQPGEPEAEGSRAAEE
# CSN deneddyl inh: blocks human CSN-mediated cullin deneddylation. inhibition, % at 12.5 µM. Purified CSN, SCF-Nedd8-OG deneddylation, fluorescence polarization. AID 651999. actives 0.38% (n = 360,000);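 active means pattern-corrected inhibition above about 35%, with an unprinted fluorescence ratio check between 0.5 and 1.5, limit read from the data, passing the limit was not always enough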;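 further: 0% = enzyme with substrate and 100% = substrate without enzyme; some results filed as inactive read as strong as hits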
#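 Test system: purified human Csn5 enzyme expressed in HEK293T cells. Amount: 0.24 nM enzyme. Reagent: SCFSkp2-Nedd8OG substrate at 10 nM final. Schedule: 90 min incubation of compound, enzyme and substrate at room temperature. Detection: fluorescence polarization. Read-out: % inhibition of substrate cleavage by Csn5.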
# Neddyl block: cullin neddylation inhibition. P61081+Q13564. actives 0.58% (n = 360,000). calls only at 25 µM. TR-FRET cullin neddylation, biochemical; in the data active means inhibition above about 36%
# MsrA act: activates bovine MsrA enzyme | purified bovine MsrA, absorbance read-out | activation, % at 10.6 µM | actives 0.3% (n = 360,000); in the data active means activation above about 7.5%;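 further: 0% = vehicle and 100% = reference activator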
# FAS TE block: FAS thioesterase (human) inhibition; P49327; recombinant FAS-TE, OMFH fluorogenic substrate, fluorescence endpoint; inhibition, % at 15 µM; actives 0.67% (n = 360,000); AID 602261;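 active means compounds whose normalised, plate-corrected inhibition of enzyme fluorescence in the single-dose primary screen is 50% or more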;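 further: 0% = DMSO with enzyme and 100% = substrate without enzyme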
# PABP1 MLLE inh: inhibitors of microRNA-mediated deadenylation, human PABP1 MLLE binding. inhibition, % at 20 µM. GST-MLLE / FITC-PAM2 fluorescence polarization. actives 0.36% (n = 360,000). P11940; in the data active means inhibition above about 35%, passing the limit was not always enough;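 further: plate controls were DMSO wells with GST-MLLE for no effect and wells lacking GST-MLLE protein for full effect; some results filed as inactive read as strong as hits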
# * hit, by the source's call; i = inactive; . = no result given; + = active, no number.
# Value order – MsrA inhibitor	TbMetRS inhib	E coli Lon inh	Rin1-Abl PPI inh	CSN deneddyl inh	Neddyl block	MsrA act	FAS TE block	PABP1 MLLE inh
- Cc1cc(C(=O)N/N=C/c2ccc(C)s2)n[nH]1
    3.4	0.3	6	-2	-2	i	-5	-3	-3
- CC1(C)CC(=O)C=C(c2cccc(CO)c2)C1
    0.0	-0.3	14	1	-6	i	1	-8	10
- CC(C)(C)c1ccc(OCCNC(=S)Nc2ccccc2)cc1
    -0.5	-0.3	-7	-1	3	i	0	20	-30
- Cc1ccc(OCC(=O)N2CCN(S(=O)(=O)c3ccc(Cl)cc3)CC2)c([N+](=O)[O-])n1
    0.2	-0.6	-3	2	-6	i	-4	-5	-1
- COC(=O)c1ccc(SCC(=O)NCc2ccccc2)c([N+](=O)[O-])c1
    -0.3	-0.3	-1	-1	-6	i	-2	14	2
- CCOc1ccc(NC(=O)CN2C(=O)CSc3ccc(S(=O)(=O)N4CCCC4)cc32)cc1
    0.3	0.0	-2	3	3	i	0	30	4
- O=C(NC(=S)Nc1cccc([N+](=O)[O-])c1)C1CCCCC1
    -0.1	-0.4	-8	1	-1	i	-2	5	14
- CC1=NN(c2nc(-c3ccc(C)cc3)cs2)C(=O)C1N=Nc1ccc2ccccc2c1 (stereo not drawn)
    1.8	-0.5	-5	-1	3	i	-3	32	1
- Cc1cc(C)n(C(=O)c2cc3c(s2)CCCC3)n1
    0.0	0.0	-6	-3	11	i	0	19	-7
- N#Cc1c(-c2ccco2)cc(-c2ccccn2)nc1N
    1.6	-0.8	-4	5	25	.	-10	-4	-26
- CC1(C(=O)NCC(F)(F)F)CCN1C(=O)Cc1ccc(-c2ccccc2)cc1 (stereo not drawn)
    0.1	-0.3	-2	1	1	i	-5	-6	13
- O=C(OCC#CCSc1nnc(-c2ccncc2)o1)c1sc2ccccc2c1Cl
    -0.3	-1.9	-4	-3	1	i	-2	19	-16
- CCOC(=O)c1sc(N2C(=O)C(O)=C(C(=O)c3ccco3)C2c2ccc(C)o2)nc1C (stereo not drawn)
    1.1	0.0	-17	0	14	i	-6	-2	-3
- CCc1cc(/C(Cc2csc(C)n2)=N/O)c(O)cc1O
    -0.2	-0.1	3	1	3	i	1	-49	-6
- O=C(Cc1cccs1)NCCCc1ccccc1
    -0.3	-0.7	-7	0	-4	i	-4	2	6
- Cc1noc(C)c1NC(=O)N(C)C[C@H]1OCc2cnnn2CCCC(=O)N([C@@H](C)CO)C[C@H]1C
    1.0	-0.5	-3	4	-2	i	-11	-4	-1
- O=C(CCSCc1ccccc1F)N1CCN(c2ccccn2)CC1
    -0.2	-0.1	3	-2	-8	i	-4	0	11
- O=C(NCC1(c2ccccc2)CCCC1)c1ccccc1
    -1.1	-0.7	-3	1	-7	i	-5	-3	-6
- O=C(Nc1cccc(O)c1)c1cc(-c2ccco2)on1
    -0.5	-0.3	-11	-3	2	i	-1	-6	-23
- COc1ccc(F)cc1S(=O)(=O)NCc1cc(=O)n(C)c(=O)n1C
    -0.9	0.5	-5	-4	-2	i	-1	-5	-3
- O=C(NCc1cccc(Cl)c1)C1CCC(=O)N(CCCN2CCOCC2)C1 (stereo not drawn)
    -0.6	-0.8	0	0	1	i	-13	-1	0
- CCCC1(CC)C(=O)NC(=O)N=C1N (stereo not drawn)
    -0.9	0.4	-4	3	-2	i	-1	-6	4
- COc1ccc(C2=NOC(C(=O)Nc3ccc(C)cc3)C2)cc1OC (stereo not drawn)
    0.4	-0.9	-1	-1	-3	i	-1	-1	-12
- CCOC(=O)/C(=N\Nc1ccc(Br)cc1)N1CCN(c2ccccc2OC)CC1
    0.9	-1.0	4	2	1	i	2	36	11
- CCOc1ccccc1N(CC(=O)NCC1CCCO1)C(=O)CCC(=O)Nc1nccs1 (stereo not drawn)
    2.2	-0.1	-2	1	-2	i	4	-2	-14
- CCCCNC(=O)C1CCC(=O)N1CCc1ccccc1 (stereo not drawn)
    0.0	-0.9	-4	0	-2	i	-3	-6	-4
- Cc1ccc(C2c3[nH]c4ccccc4c3C[C@H]3C(=O)N(c4ccccc4C(=O)N4CCC(C(=O)O)CC4)C(=O)N23)cc1 (stereo partly drawn)
    0.1	0.6	-6	-6	3	i	-2	-4	-3
- O=S(=O)(c1ccccc1)N1C2CCC1CC(O)(c1cccnc1)C2 (stereo not drawn)
    0.5	-0.8	0	-2	2	i	-4	-5	16
- COc1ccc(-c2nnc(C)c3nocc23)cc1
    2.1	-1.8	-19	0	8	i	-12	-6	-107
- S=C(S)OC1CC2CC1C1CCCC21 (stereo not drawn)
    -0.6	-0.8	1	-4	0	i	0	10	30

# Single records, as listed above. Screens in order: MsrA inhibitor	TbMetRS inhib	E coli Lon inh	Rin1-Abl PPI inh	CSN deneddyl inh	Neddyl block	MsrA act	FAS TE block	PABP1 MLLE inh
# Profile of CCCCNC(=O)C1CCC(=O)N1CCc1ccccc1 (stereo not drawn) : 0.0	-0.9	-4	0	-2	i	-3	-6	-4
# Profile of O=C(Cc1cccs1)NCCCc1ccccc1 : -0.3	-0.7	-7	0	-4	i	-4	2	6
# Profile of CC1=NN(c2nc(-c3ccc(C)cc3)cs2)C(=O)C1N=Nc1ccc2ccccc2c1 (stereo not drawn) : 1.8	-0.5	-5	-1	3	i	-3	32	1
# Profile of O=S(=O)(c1ccccc1)N1C2CCC1CC(O)(c1cccnc1)C2 (stereo not drawn) : 0.5	-0.8	0	-2	2	i	-4	-5	16

# Following part:
# Value order – MsrA inhibitor	TbMetRS inhib	E coli Lon inh	Rin1-Abl PPI inh	CSN deneddyl inh	Neddyl block	MsrA act	FAS TE block	PABP1 MLLE inh
- O=C(COc1ccc(F)cc1)NN1C(=O)CSC1=S
    -0.6	-0.1	-57	0	24	i	-1	-10	-144
- Cc1cnc(C(=O)OCC(=O)Nc2cccc(C)c2C)cn1
    0.4	0.0	9	4	-7	i	-6	-1	-16
- O=C(CCCCCN1C(=O)c2ccccc2C1=O)Nc1cccc(O)c1
    -1.2	-0.2	-2	2	-4	i	-3	-2	-2
- COc1ccc(CCn2c(-c3ccncc3)n[nH]c2=S)cc1OC
    0.4	-0.7	0	0	4	i	3	-6	-29
- Cc1ccc2c(c1)NC(=O)C(CC(=O)NCCCN1CCc3ccccc3C1)O2 (stereo not drawn)
    -0.2	-0.3	-1	2	-1	i	-2	-3	-8
- CC(C)OCC1Cn2c(nc3c2c(=O)n(C)c(=O)n3C)O1 (stereo not drawn)
    0.3	0.2	-1	1	-3	i	-3	-2	-2
- Cc1cccc(/C=N/NC(=O)C(C)Nc2cccc3ccccc23)n1 (stereo not drawn)
    1.7	0.6	61*	3	-4	i	5	-17	105
- COc1ccc(CCNC(=O)CC2SC(=NCCc3ccccc3)NC2=O)cc1 (stereo not drawn)
    1.6	0.7	3	-2	0	i	-2	-4	-100
- O=C(NCCOC(=O)c1ccccc1)c1ccc([N+](=O)[O-])cc1
    0.2	0.5	2	-3	4	i	-1	47	-3
- Cc1ccc(C(C)C)c(OCC(=O)Nc2ccc(N3CCOCC3)cc2N2CCOCC2)c1
    -0.9	-0.2	2	2	-4	i	-4	21	7
- O=C(c1nc2ccccn2c1CN1CCN(c2ccccc2O)CC1)N1CCCC1
    -0.5	-0.5	-7	0	-3	i	-6	-5	-3
- O=C(COc1ccccc1)Nc1nnc(-c2ccc(Cl)s2)o1
    1.5	-0.2	-2	-4	6	+	-2	1	-8
- Cc1c(C(=O)O)oc2c1C(O)CCC2 (stereo not drawn)
    -0.8	0.4	0	0	7	i	-4	-5	3
- CCCc1ccc(Oc2cn[nH]c2-c2ccc(O)c(C)c2O)cc1
    -0.2	-0.3	-5	1	-1	i	-11	-152	-4
- O=C(Nc1ccc(N2CCOCC2)cc1)c1cnccn1
    0.5	0.0	-1	-1	-4	i	-3	-3	2
- Cn1c(CCN2CCCC2)nc2cc(NS(=O)(=O)c3ccc(F)cc3)ccc21
    0.9	-0.2	0	-5	0	i	-3	-7	-7
- C(=Nc1ccccc1)c1ccc[nH]1
    0.4	0.7	-10	4	3	i	-5	-7	-6
- O=C(O)c1ccc(-n2c(=O)c3ccccc3c3ccccc3c2=O)cc1
    -0.1	-0.7	-13	0	-17	i	-2	2	-8
- CCCCCn1c(-c2ccco2)nc2nc3ccccc3nc21
    0.9	-0.2	-47	2	10	.	0	10	-41
- Cc1cccc(C)c1NC(=O)N1CCCC1C(=O)Nc1ccc(-n2cnnn2)cc1 (stereo not drawn)
    -0.3	-0.3	3	2	2	i	-3	0	-5
- Cc1ccc(C(NC(=O)C2CCN(CCOc3ccc(Cl)cc3)CC2)c2ccccn2)cc1 (stereo not drawn)
    -0.2	0.7	-13	-3	-1	i	1	4	4
- CCC(CO)Oc1cc(NCc2ccc(C(C)(C)C)cc2)c2ncn(C(C)C)c2c1 (stereo not drawn)
    -0.4	-0.3	-6	-2	-1	i	1	8	10
- O=C(Nc1cccc(C(=O)O)c1)/C(=C/c1ccc2c(c1)OCO2)NC(=O)c1cccc(Br)c1
    3.5	3.2	-9	6	-2	i	-3	7	7
- COCc1c(C(=O)N/N=C(/C)c2ccc(OCc3ccccc3)cc2)nnn1-c1nonc1N
    0.9	-0.5	-10	4	2	.	-3	-2	1
- CCOC(=O)C1CCN(C(=O)CN2C(=O)COc3ccc(C(C)(C)C)cc32)CC1
    -1.6	-0.5	9	-1	-2	i	2	-6	6
- C[C@H](CO)N1C[C@H](C)[C@@H](CN(C)S(=O)(=O)c2ccccc2)Oc2ccc(NS(=O)(=O)c3ccccc3)cc2C1=O
    1.9	-1.3	-5	1	-4	i	-3	1	-17
- O=C(O)CNC(=O)C12CC3CC(CC(Cl)(C3)C1)C2
    2.9	0.5	-14	1	-2	i	-1	-4	13
- COCCN1C(=O)CCC1(C)c1nnnn1-c1c(C)cccc1C (stereo not drawn)
    0.3	-1.1	0	.	-4	i	-15	-8	.
- COc1ccc(CNC(=O)C2CC(c3cccc(OC)c3)=NO2)cc1 (stereo not drawn)
    -0.3	0.7	0	1	0	i	0	2	5
- CCOc1ccc(NC(=O)C2C(c3ccccc3)C2(Cl)Cl)cc1 (stereo not drawn)
    -0.5	-0.4	-6	-1	0	i	0	30	1
- CCn1c(O)c(/C=N/n2cnnc2)sc1=S
    0.5	-1.5	-8	-3	-1	i	-13	-10	9
- CCCN1CCN(CC(O)COC(c2ccc(OC)cc2)c2ccc(OC)cc2)CC1 (stereo not drawn)
    0.5	-0.4	4	-1	0	i	-2	-7	0
- CCN(CC)C1CC(=O)N(c2ccc(Br)cc2)C1=O (stereo not drawn)
    -0.8	0.4	-4	-2	-3	i	-2	-1	8
- CN(C(=O)CSc1nc2ccccc2n1CCc1ccccc1)C1CCS(=O)(=O)C1 (stereo not drawn)
    -1.8	-0.2	-10	3	1	i	0	5	-112
- CCCOC(=O)c1c(NC(=O)CCCn2nc([N+](=O)[O-])c(Cl)c2C)sc(C(=O)OC)c1C
    -0.3	-0.1	7	0	-1	i	-2	30	-11
- COc1cc(Cl)c(C)cc1NC(=O)CNC(=O)Cn1cnc2ccccc2c1=O
    0.9	-0.4	0	1	3	i	-3	-2	7
- Cc1cccnc1NC(=O)C1CCN(S(=O)(=O)c2cccs2)CC1
    -0.6	-0.3	6	-3	2	i	-3	-7	7
- Cc1ccc(NC(=O)C2(C)CCN2CCc2ccccc2)cc1O (stereo not drawn)
    -0.9	0.6	10	-3	2	i	-2	-6	6
- COc1cc2cc(Oc3ccc4ccc(=O)oc4c3)c(=O)oc2cc1O
    1.9	-0.3	-1	-5	-2	i	-3	-4	-9

# Compound activity: PubChem, several laboratories
